Screening data (PubChem BioAssay)
miR-122 sensor: inhibitors of miR-122 in Huh7 cells | activation (reporter increase), % at 12.5 µM | Huh7 miR-122 Renilla luciferase sensor, 48 h; neutral wells = 0, positive control = 100 | 340,000 compounds, 0.3% hits | AID 602342;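 active = mean replicate activation score at least 90 and every replicate individually at or above 90; inconclusive = only one of the two criteria met; inactive = neither criterion met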;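 also: higher luciferase means less miR-122 activity so hits act as miR-122 inhibitors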
FN deposit inh: fibronectin deposition inhibition; inhibition, % at 12.6 µM; AH1F fibroblasts, Alexa488-fibronectin deposition fluorescence, overnight; 350,000 compounds, 0.086% hits;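 active = mean inhibition across replicates of 30% or more, regardless of how many single replicates reach that level; inconclusive = mean under 30% yet at least half of replicates reach 30%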;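 also: positive control wells lacked labelled fibronectin entirely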
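Assay system: AH1F fibroblasts assembling fluorescent fibronectin matrix; Amount: 10000 AH1F cells per well; Buffer or medium: DMEM, 2% serum; Probe or stimulus: Alexa488-fibronectin, 24 nM final in well; Doses: single compound dose, delivered by pin transfer; Incubation: 1 h adhesion, overnight exposure; Measured by: fluorescence 485/525 nm; Read-out: fibronectin deposition inhibition.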
Cneo AK release: Cryptococcus neoformans lysis via adenylate kinase release | 360,000 compounds, 0.2% hits | lysis activity, % at 15 µM | C. neoformans lysis, adenylate kinase release luminescence, 4 h; normalised: neutral wells 0, clomiphene wells 100 | AID 651654;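 active = mean lysis activity across replicates of at least 80%, whatever share of replicates individually reach that level; inactive = mean lysis activity below 80%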
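Signal: Adenylate kinase release luminescence | Assay system: Log-phase Cryptococcus neoformans yeast cells | Input: Cells at 5 × 10^6 per mL | Buffer or medium: Fresh YPD growth medium | Compound: Single dose | Schedule: Static 4 h at 37 °C with compound, 1 h detection | Controls: Clomiphene | Read-out: Luminescence rise reflecting yeast cell lysis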
EWS-Fli inh: blocks EWS/Fli oncoprotein-driven transcription. AID 651661. A673 NR0B1-luciferase reporter, viability-normalised. inhibition, % at 12.6 µM. 350,000 compounds, 0.67% hits;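 active = mean inhibition of at least 50% after viability correction, with every replicate also passing that limit; inconclusive = mean reaches 50% but only one of two replicates passes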;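 also: firefly luciferase signal divided by Alamar Blue viability fluorescence both relative to DMSO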
LGR2 inh: Drosophila LGR2 receptor signaling inhibition. 380,000 compounds, 0.35% hits. AID 720647. HEK293 LGR2, CRE-luciferase, bursicon-stimulated, 4 h. inhibition, % at 9.99 µM;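 active = drop in luminescence signal, shown as inhibition above about 50% in the replicate tests, limit read from the data, passing the limit was not always enough; inconclusive = probably only some replicates passing the limit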;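 also: agonist challenge used bursicon conditioned medium at about half maximal strength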
Casp6 inh: blocks human caspase-6 cleavage activity; 350,000 compounds, 0.53% hits; inhibition, % at 12.5 µM; purified caspase-6, Z-VEID-R110 cleavage fluorescence;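 active = mean inhibition across replicates at least about 35%, with every replicate also reaching that limit, limit read from the data; inconclusive = only one of the two criteria met; inactive = neither criterion met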;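 also: 0% = median of neutral control wells and 100% = no fluorescence left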
Target sequence (P55212 24-179 limits assumed): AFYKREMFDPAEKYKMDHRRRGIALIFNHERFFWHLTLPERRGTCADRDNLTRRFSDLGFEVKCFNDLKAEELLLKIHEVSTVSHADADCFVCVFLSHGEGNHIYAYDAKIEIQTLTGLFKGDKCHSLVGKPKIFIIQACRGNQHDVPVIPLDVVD
Target sequence (P55212 194-293 limits assumed): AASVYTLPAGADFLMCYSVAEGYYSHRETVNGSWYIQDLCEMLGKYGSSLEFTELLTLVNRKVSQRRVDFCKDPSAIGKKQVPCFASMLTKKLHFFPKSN
PAX8 reporter: PAX8 transcriptional activity inhibition | RMG-I TPO-luciferase reporter, SteadyGlo, 24 h | inhibition, % at 12.6 µM | 360,000 compounds, 1.2% hits;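 active = mean replicate inhibition at least 60% with every replicate also reaching 60%; inconclusive = only one of the two criteria is met; inactive = mean below 60% and not all replicates reaching 60%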;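 also: luciferase light reporting Pax8 driven TPO promoter activity; plate controls were median of neutral control wells for no effect and mitoxantrone controls for full effect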
PGC1a acetyl inh: PGC1a acetylation modulation, inhibitor mode; U2OS PGC1a acetylation, AlphaScreen anti-acetyl-lysine; with virally co-expressed GCN5 acetyltransferase; inhibition, % at 15.6 µM; 350,000 compounds, 0.17% hits; AID 651687;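 active = every replicate shows inhibition of at least 40%; inconclusive = mean inhibition at least 40% but some replicate below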;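 also: 0% = neutral control wells and 100% = positive control wells; some results beyond the cut were filed as inactive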
An asterisk follows results filed as active; ? = inconclusive; . = not tested or not shown; [ ] = dose if it differs, or a comment. An unsorted share of the library; 2.5% or so of the library scored in one or more.

Compound	miR-122 sensor	FN deposit inh	Cneo AK release	EWS-Fli inh	LGR2 inh	Casp6 inh	PAX8 reporter	PGC1a acetyl inh
O=C(c1cccc(S(=O)(=O)N2CCCC2)c1)N1CCN(S(=O)(=O)c2cccc(Cl)c2)CC1	-9	-1	-1	12	10	-1	12	-2
C[C@H]1CN([C@@H](C)CO)C(=O)Cc2cc(NC(=O)Nc3ccc4c(c3)OCO4)ccc2O[C@@H]1CN(C)C(=O)Nc1cccc2ccccc12	1[16.7 µM]	6	2	-4	-8	-1	-7	12
O=C(CCNC(=O)c1ccccc1Cl)Nc1ccc(Br)c(C(F)(F)F)c1	0	-5	9	7	-9	0	5	7
CCOc1ccc(S(=O)(=O)N2CCN(C(=O)c3cc([N+](=O)[O-])ccc3N3CCOCC3)CC2)cc1	-3	0	3	4	-2	2	9	5
Cc1nc(N2CCCCC2)c2c(C)c(C(=O)Nc3ccc4c(c3)OCCO4)sc2n1	-1	-15	0	-3	-2	.	-10	.
CN(CC(=O)NC(=O)NC1CCCCC1)CC(=O)Nc1ccc(Cl)cc1	-2	-2	-2	14	-4	1	15	7
CCOc1ccc(-c2nc3c(s2)CCc2onc(-c4ccc(OC)cc4)c2-3)cc1	-5	-3	-1	-2	9	.	-9	0
CN(Cc1ccccc1)C(=O)[C@@H]1CCCN1C(=O)[C@@H]1CCCN1C(=O)OC(C)(C)C	.	11	.	-8	7	23	-7	.
CC(C)(C)C(=O)/C=C/c1ccc(Oc2ccccc2)cc1	-9	1	3	-97	-74	1	-165	.
COc1ccc(/C=N/Nc2ccccc2)cc1Cn1nc(C)c([N+](=O)[O-])c1C	-1	.	-3	.	-3	.	.	-9
COc1ccccc1C(=O)C1CCCN(C(=O)c2ccccc2C(C)=O)C1 (configuration not stated)	0	0	-1	-48	-32	-4	-104	-6
CN(C)S(=O)(=O)c1ccc(C(=O)Nc2ccn(C)n2)cc1	.	-4	0	-10	-24	-3	-22	.
COc1cccc(CN(C)C(=O)c2cc(COc3ccc4ncccc4c3)on2)c1	.	-5	.	11	17	0	5	.
CN1C(=O)C(O)(CC(=O)c2cccc(-n3cccc3)c2)c2ccccc21 (configuration not stated)	-2	-2	0	.	8	.	.	1
Cc1cccc(OC(C)c2ccnc3nc(/N=C/N(C)C)nn23)c1 (configuration not stated)	1	.	0	.	-2	2	.	-23
Nc1nc2cc3c(cc2cc1C(=O)NCCc1c[nH]c2ccccc12)OCO3	.	5	.	59*	11	1	30	.
COc1ccc2c3c([nH]c2c1)[C@@H](CO)N(Cc1cccc(F)c1)CC31CN(CC2CC2)C1	.	.	.	0	19	10	11	0
Cc1cc(=O)n2nc(N3CCC(C(=O)NCc4ccco4)CC3)sc2n1	-6	-5	-2	4	7	0	-15	4
COc1cc(C(=O)N2CCCN(C)CC2)cc(OC)c1C	0	-5	1	10	-18	-36	5	2
N#CCc1nc(-c2cc3ccccc3oc2=O)cs1	.	-3	.	-33	.	1	-46	.
CCOC(=O)c1sc(NC(=O)CCc2ccc(OC)cc2)nc1C	5	-10	1	-14	5	0	3	14
CC=Cc1ccc2n(c1=O)C[C@H]1[C@H](CO)[C@@H](C(=O)NCC(F)(F)F)N(CC)[C@@H]21 (mixture of isomers)	-3[16.7 µM]	.	-1	5	-10	-1	-12	5
CN(Cc1ccccc1)S(=O)(=O)c1ccccc1Br	4	4	1	-17	-13	-1	-33	6
CC(=O)N1CCc2ccc(NC(=O)c3c(-c4c(Cl)cccc4Cl)noc3C)cc21	-3	-1	-2	17	.	3	2	-9
CCC(=O)c1ccc(OCC(=O)Nc2cc(S(=O)(=O)N3CCCCC3)ccc2N2CCN(CC)CC2)cc1	0	-1	-6	6	-11	-1	8	-10
CCN(CC(=O)Nc1ccc(OC)cc1)C(=O)C1CC(=O)N(Cc2ccccc2)C1 (configuration not stated)	3	-8	2	-5	-12	-144	-4	.
CCCNC(=O)N[C@H]1CC[C@H](CC(=O)NC2CCC2)O[C@H]1CO	-1[16.7 µM]	-8	-6	-3	15	-2	-1	-6
Cc1ccc(CN2CCN(Cc3ccc(OCCO)cc3)CC2CCO)o1 (configuration not stated)	-4	-12	.	-7	-6	-3	21	2
C[C@@H]1CN([C@H](C)CO)C(=O)c2cccc(NC(=O)c3ccncc3)c2O[C@H]1CN(C)C(=O)Nc1cccc2ccccc12	-5[16.7 µM]	.	0	-2	-2	9	20	0
CC(c1ccccc1)N1CCN(C(=O)CCl)CC1 (configuration not stated)	.	-11	4	7	6	3	-8	?
C[C@H](O)[C@@H]1C(=O)N2CCc3c([nH]c4c(-c5ccc6c(c5)OCO6)cccc34)[C@@H]2C[C@@H]1N(C)C(=O)c1ccco1	.	2	.	-4	12	0	2	.
O=C(CSc1nnc(CNC(=O)c2ccccc2)o1)NCc1ccc(F)cc1	.	-2	3	0	6	-1	11	-2
CC(=O)[C@@H]1[C@@H](C(=O)c2ccc(F)cc2)[C@]2(C(=O)Nc3ccccc32)[C@H]2C=Cc3cc(F)ccc3N12	-5	-15	0	15	0	2	30	2
COc1ccc(NC(=O)C/C(C)=N/NC(=O)c2ccccn2)c(OC)c1	5	2	-1	-22	-15	-1	-18	3
N#C[C@@H]1[C@H](c2ccc(C#CCC3CCCC3)cc2)[C@H](CO)N1C(=O)c1ccccn1	.	-5	4	4	-1	0	52	-5
N#C[C@H]1[C@H](c2ccccc2C2=CCCCC2)[C@H](CO)N1C(=O)Cc1ccncc1	.	-13	.	-3	2	2	-20	-3
O=S(=O)(c1ccccc1)N1CCCc2nc(-c3ccccc3)ccc21	.	1	.	8	-13	4	9	.
Cc1ccc(NC(=O)Nc2cccc(C(F)(F)F)c2)nc1	.	-1	.	-41	-3	1	-73	.
CCOc1ccc(C)cc1S(=O)(=O)n1nc(C)cc1C	.	4	.	-11	.	1	2	-6
Cc1cccc(Oc2ccc(Cl)cc2N)c1	-2	.	-1	-65	-64	3	-63	5
O=C(NC[C@H]1[C@H](c2ccccc2)[C@@H](CO)N1C(=O)C1CC1)NC1CCCC1	7[16.7 µM]	.	-8	3	-9	0	-51	8
O=C(/C=C/c1cccs1)c1ccc(N2CCOCC2)cc1	-4	-2	-12	20	93*	2	-27	.
O=[N+]([O-])c1ccc(Cl)cc1CN1CCCCCC1	21	-1	-1	18	2	-6	12	-5
CNC[C@H]1Oc2ccc(NC(=O)Cc3cn(C)c4ccccc34)cc2C(=O)N([C@@H](C)CO)C[C@@H]1C	3[16.7 µM]	3	-1	1	22	1	17	6
COc1ccc(NC(=O)CCN(c2ccc(OC)cc2)S(=O)(=O)c2ccc(C)c(C)c2)cc1	.	-3	3	-8	6	1	8	.
CCn1c(=O)c(C(=O)Nc2cccnc2)c(O)c2ccccc21	-1	-2	-9	.	-12	.	.	7
CCC/C(=N\NC(=O)C1CC1)c1ccc(Br)cc1	0	-1	0	4	1	2	8	-6
COc1cc2nc(=S)n3[nH]c(COc4ccccc4C)nc3c2cc1OC	-3	-5	1	.	36	.	1	0
COc1ccc2c(CC(=O)NNC(=O)c3cccs3)coc2c1	25	1	-1	-13	-3	5	-20	.
CC(NC(=O)C(=O)NN=C1CCCCCCCCCCC1)c1ccccc1 (configuration not stated)	-2	-4	1	.	.	.	-2	9
O=C1CC(N2CCN(c3ccc(F)cc3)CC2)C(=O)N1c1ccc2c(c1)OCO2 (configuration not stated)	-7	-1	.	0	-1	0	9	12
Clc1nssc1=Nc1nncs1	1	7	-2	10	.	5	-5	-3
N#Cc1c(N2CCN(C(=O)c3ccco3)CC2)nc(-c2ccccc2)c2c1CCCC2	-3	.	1	7	12	-1	.	1
Clc1ccccc1CN1CCN(CCCc2ccccc2)CC1	.	1	.	21	11	-5	-6	-1
CC(=O)Nc1ccc(NC(=O)C(C)OC(=O)CNC(=O)c2cccs2)cc1 (configuration not stated)	.	12	.	-1	2	0	-10	.
O=C(O)c1c(Cl)c(Cl)c(Cl)c(Cl)c1C(=O)N1CCCCCC1	.	-14	.	2	-9	5	-3	6
CCc1ccc(NC(=O)C(=O)NCc2ccccn2)cc1	.	.	.	-69	-24	2	-175	11
CCCN(C)C[C@H]1OCCCC[C@H](C)Oc2ccc(NS(=O)(=O)c3ccccc3)cc2C(=O)N([C@H](C)CO)C[C@H]1C	-1[16.7 µM]	-4	-2	-8	12	-2	15	-1
CCC(C)C(NC(=O)C1CCC(C)CC1)C(=O)NCCCN1CCCCC1CC (configuration not stated)	-1	-5	.	0	-9	-12	4	3
CCn1nc(C(=O)NNC(=O)COc2ccc(OC)cc2)c2ccccc2c1=O	0	.	-7	.	4	.	-13	7

The results go on:
Compound	miR-122 sensor	FN deposit inh	Cneo AK release	EWS-Fli inh	LGR2 inh	Casp6 inh	PAX8 reporter	PGC1a acetyl inh
CCc1ccc(NC(=O)C(C)Sc2nnc(CN3CCCC3)o2)cc1 (configuration not stated)	.	-6	.	-13	6	-2	-12	16
Cn1nc(C(C)(C)C)cc1C(=O)NCc1cc(F)cc2c1OCOC2	-3	1	-2	26	-4	1	25	10
CN1c2ccc(-c3cccc(F)c3)cc2[C@H]2[C@H](CCN2C(=O)c2ccc3c(c2)OCO3)[C@H]1CO	74[16.7 µM]	-16	-11	-1	7	0	18	11
O=C(CN(CC1CCCO1)C(=O)CNS(=O)(=O)c1ccccc1)NCc1ccccc1 (configuration not stated)	5	.	8	.	0	.	.	-13
COCC#Cc1ccc([C@@H]2[C@H](CO)N3CCCCN(C(=O)COC)C[C@@H]23)cc1	1[16.7 µM]	.	-3	-8	19	.	0	-8
O=C(C[C@@H]1C[C@@H]2c3cc(NC(=O)Nc4ccc(C(F)(F)F)cc4)ccc3O[C@@H]2[C@@H](CO)O1)NCc1cccnc1	5[16.7 µM]	.	-3	-5	.	1	13	13
CC(Sc1nnc(NC2CC2)s1)C(=O)Nc1ccc(S(N)(=O)=O)cc1 (configuration not stated)	.	1	0	-2	7	1	.	8
CCCNC(=O)[C@@H]1[C@@H](CO)[C@@H]2Cn3c(ccc(-c4ccc(F)cc4)c3=O)[C@H]1N2C	1[16.7 µM]	.	3	-1	11	-2	15	.
COc1ccc(CNC(=O)/C=C/c2ccc(OCCCF)cc2)cc1OC	-9	.	5	.	2	.	.	-8
NC(=O)C1CCN(C(=O)COc2ccc(Nc3ccccc3)cc2)CC1	-1	-8	.	-3	8	-4	-13	-9
CCOCCCNC(c1ccccc1)c1ccncc1 (configuration not stated)	-9	5	0	8	13	9	-2	.
CO[C@@H](CN(C)S(=O)(=O)c1ccccc1)[C@@H](C)CN(C(=O)Nc1ccccc1F)[C@@H](C)CO	.	-6	-5	-9	-5	1	.	-2
CS(=O)(=O)Nc1ccc2c(c1)[C@@H]1C[C@H](CC(=O)NCc3ccccc3F)O[C@@H](CO)[C@@H]1O2	4[16.7 µM]	-1	1	-4	4	0	.	-12
